# MITF TRPM1 HTS – activators of MITF-driven TRPM1 promoter reporter, primary screen, cell-based, SK-MEL-5, luciferase, single point; SK-MEL-5 TRPM1-promoter luciferase, 24 h; % of positive control, neutral wells = 0; activation, % at 12.5 µM; 300,000 compounds, 0.75% hits;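 active = mean activation of at least 80% with every replicate also reaching 80%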;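 also: 0% = neutral control wells and 100% = parthenolide positive control wells; values of inactives mirror those of a sister screen read the other way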
# SR-BI DiI inh – inhibitors of SR-BI mediated HDL lipid uptake, primary screen, ldlA[mSR-BI] cells, fluorescence, single point; inhibition, % at 12.5 µM; 320,000 compounds, 0.96% hits; AID 488896, 2010; ldlA[mSR-BI] CHO cells, DiI-HDL uptake fluorescence, 3 h; Scavenger receptor class B member 1 (Mus musculus), Q61009;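 active = mean replicate inhibition of at least 70% and a set share of replicates each scoring 70 or more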;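 also: 0% = median of neutral control wells and 100% = median of positive control wells; values of inactives mirror those of a sister screen read the other way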
# CAL PDZ FP-1 – untagged CAL PDZ binding inhibitors, primary screen, biochemical, fluorescence polarization, HTS; Golgi-associated PDZ and coiled-coil motif-containing protein (Homo sapiens), Q9HD26; purified CAL PDZ, TMR-peptide fluorescence polarization, 1 h; inhibition, % at 24.9 µM; 300,000 compounds, 0.92% hits; AID 602252, 2012;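 active = mean inhibition of at least 30% with at least half of replicates also reaching 30%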;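 also: 0% = DMSO neutral control and 100% = excess unlabeled competitor peptide PRC23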
# Rtt109 HAT inh – inhibitors of C. albicans Rtt109/Vps75 HAT, primary screen, biochemical, ThioGlo CoA-SH fluorescence, plate reader | Histone acetyltransferase RTT109 (Candida albicans (strain SC5314 / ATCC MYA-2876)), … | purified Rtt109/Vps75, 4 h | inhibition, % at 34.9 µM | 330,000 compounds, 0.16% hits;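 active = inhibition of at least 50% in every replicate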
# Target sequence (Q5AAJ8 whole entry, looked up): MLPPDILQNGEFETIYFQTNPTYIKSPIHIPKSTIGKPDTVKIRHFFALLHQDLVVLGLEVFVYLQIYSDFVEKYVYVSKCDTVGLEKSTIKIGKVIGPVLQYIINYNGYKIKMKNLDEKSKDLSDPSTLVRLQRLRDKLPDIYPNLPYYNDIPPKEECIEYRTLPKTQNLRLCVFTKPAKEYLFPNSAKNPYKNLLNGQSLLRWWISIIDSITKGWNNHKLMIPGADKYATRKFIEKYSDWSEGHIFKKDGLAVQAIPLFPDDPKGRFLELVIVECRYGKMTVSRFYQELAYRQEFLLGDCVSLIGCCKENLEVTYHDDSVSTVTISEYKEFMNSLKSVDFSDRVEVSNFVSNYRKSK
# CAL PDZ FP-2 – CAL PDZ peptide-binding inhibitors, primary screen, biochemical, fluorescence polarization, Cer-tagged CAL PDZ, HTS; Golgi-associated PDZ and coiled-coil motif-containing protein (Homo sapiens), Q9HD26; purified CAL PDZ, TMR-peptide fluorescence polarization, 1 h; inhibition, % at 20 µM; 330,000 compounds, 0.02% hits; AID 504414, 2011;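 active = highest replicate inhibition of at least 40%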;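 also: plate controls were DMSO neutral control wells for no effect and unlabeled competitor peptide control wells for full effect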
#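 Assay system – tagged CAL PDZ protein CerCALP, purified · Timing – 1 h at RT · Compound – single point, 20 µM · Measured by – fluorescence polarization from S- and P-plane intensities, G-factor corrected · Evaluation – inhibition from polarization loss · Probe or stimulus – TMR reporter peptide T*-PRC34 · Buffer or medium – pH 7.4 phosphate-saline buffer, reducing agent, detergent, IgG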
# PfHsp90 set2 – growth inhibition of PfHsp90-expressing yeast, primary screen, antimalarial PfHsp90 inhibitor project, S. cerevisiae, BacTiter-Glo luminescence, single point, set 2; BacTiter-Glo ATP, 48 h; yeast lacking PDR1 and PDR3 efflux regulators; inhibition, % at 9.4 µM; 310,000 compounds, 0.32% hits;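 active = every replicate shows inhibition above about 80%, whatever the replicate mean, limit read from the data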;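 also: 0% = DMSO neutral controls and 100% = 20 µM radicicol positive controls; yeast relying on Plasmodium falciparum Hsp90 in place of its own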
# SR-BI uptake up – activators of SR-BI mediated DiI-HDL uptake, primary screen, ldlA[mSR-BI] CHO cells, DiI fluorescence; 3 h; 100 = double the neutral-control signal; activation, % at 12.5 µM; 320,000 compounds, 0.096% hits;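 active = mean replicate activation of at least 60% and every replicate at or above 60%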;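 also: 0% = median plate neutral-control signal and 100% = twice that signal; values of inactives mirror those of a sister screen read the other way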
#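 material = CHO ldlA[mSR-BI] cells | medium = Ham's F12 with 0.5% BSA, HEPES 25 mM, pH 7.4 | reagent = fluorescent DiI-HDL, 10 µg/mL final | compound dosing = single-point compound dose | incubation = 3 h, 37 °C | measured by = bottom-read fluorescence, 550/595 nm | measure = HDL uptake via cellular fluorescence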
# NSD2 HMT inh – NSD2 histone methyltransferase inhibitors, primary screen, biochemical, AlphaScreen, single concentration, set 2; NSD2 peptide methylation, 120 min; 310,000 compounds, 0.54% hits; inhibition, % at 12.5 µM; AID 743445, 2014; in the data active = inhibition above about 50%
# dFosB activator – activators of delta FosB homodimer, primary screen, biochemical, fluorescence polarization, TAMRA-CDK5 oligo, single point; Protein FosB (Mus musculus), P13346; purified delta FosB; percent of positive-control signal above neutral wells; activation, % at 25 µM; 340,000 compounds, 0.99% hits; AID 493131, 2011;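 active = mean activation above about 17%, with every replicate also reaching it, limit read from the data, passing the limit was not always enough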;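 also: fluorescence polarization rise as delta FosB binds a TAMRA Cdk5 AP-1 oligo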
# Target sequence (P13346 whole entry, looked up): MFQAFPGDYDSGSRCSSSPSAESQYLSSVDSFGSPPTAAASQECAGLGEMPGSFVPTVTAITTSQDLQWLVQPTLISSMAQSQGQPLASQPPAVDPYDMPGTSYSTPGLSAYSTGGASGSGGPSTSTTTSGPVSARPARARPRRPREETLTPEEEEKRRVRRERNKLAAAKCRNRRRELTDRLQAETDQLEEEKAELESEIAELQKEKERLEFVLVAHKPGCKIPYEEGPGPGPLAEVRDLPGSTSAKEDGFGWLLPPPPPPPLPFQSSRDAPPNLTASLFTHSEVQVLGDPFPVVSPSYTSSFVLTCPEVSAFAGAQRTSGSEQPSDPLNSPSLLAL
# PvdQ acylase – P. aeruginosa PvdQ acylase inhibitors, primary screen, biochemical, fluorescence, plate reader and imaging, single point | PvdQ acylase [Pseudomonas aeruginosa LESB58] | purified PvdQ acylase | inhibition, % at 10 µM | 340,000 compounds, 0.063% hits | AID 488965, 2010; in the data active = inhibition above about 30%, passing the limit was not always enough;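 also: 0% = vehicle neutral wells and 100% = reference inhibitor wells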
# * hit, by the source's call; i = inactive; x = not tested or not shown.
SMILES,MITF TRPM1 HTS,SR-BI DiI inh,CAL PDZ FP-1,Rtt109 HAT inh,CAL PDZ FP-2,PfHsp90 set2,SR-BI uptake up,NSD2 HMT inh,dFosB activator,PvdQ acylase
COc1ccccc1NC(=O)c1ccc2c(O)c(S(=O)(=O)c3ccccc3)c(=O)[nH]c2c1,-2,31,x,0,-1.6,0,-31,2,-1,-4
CCO[C@@H]1OC(C(=O)N2CCOCC2)=C[C@H](c2ccc(C(F)(F)F)cc2)[C@H]1CCCO,-3,-10,-4,-3,-1.6,-28,10,x,-6,-9
CCCn1c(SCC(=O)N(C)CC(=O)Nc2ccc(C)cc2)n[nH]c1=O,3,-3,-3,-4,-1.0,-3,3,-2,-4,-13
COc1cc(NC(=O)NCC2CCN(Cc3ccccc3Cl)CC2)cc(OC)c1OC,-6,11,-2,1,-1.5,16,-11,5,-6,-3
COc1ccc(S(=O)(=O)Cc2ccc(C(=O)N3CCN(c4ccc(Cl)cc4)CC3)o2)cc1,-8,23,x,-10,-1.1,30,-23,x,-21,-8
CCCn1nnc(NC(=O)c2ccc(-c3cccc(Cl)c3)o2)n1,32,9,-4,1,-3.9,-26,-9,-6,-19,-7
CC(C)Cn1nc(NC(=O)C(C)(C)C)c2cc3ccccc3nc21,x,10,x,-11,-2.1,x,-10,2,2,10
COc1cc(S(=O)(=O)N(CCc2ccccc2)Cc2cccs2)ccc1-n1cnnn1,6,45,-1,-1,-2.6,9,-45,0,10,-6
CCOc1ccc2ncc(S(=O)(=O)c3ccccc3)c(N3CCN(c4ccc(OC)cc4)CC3)c2c1,20,22,-10,4,-0.7,8,-22,1,-4,2
CN[C@H]1CCc2cc(OC)c(OC)c(OC)c2-c2ccc(N(C)CC(OC)OC)c(=O)cc21,-29,-6,-2,-1,x,27,6,6,-4,-9
Cc1cc(C)c2c(CC(=O)NN(C)C)coc2c1,-8,12,2,3,-1.2,x,-12,48,-8,-8
O=C(CSc1nc2ccccc2[nH]1)Nc1ccc(F)c(F)c1,16,18,-2,8,-2.2,9,-18,-2,-13,-14
COC(=O)c1ccccc1-c1cn(C)c2ccccc2c1=O,3,-14,3,-6,1.5,14,14,0,-3,-22
O=C(NCc1ccncc1)c1ccc(N2CCCC2)c([N+](=O)[O-])c1,-8,18,-2,-1,-0.6,10,-18,12,-8,-11
CCOC(=O)c1sc2ncn(CC(=O)Nc3cc(C)on3)c(=O)c2c1C,6,-2,-6,6,-1.4,x,2,2,9,-2
O=C(COC(=O)c1ccc2ccccc2c1)NCCCc1ccccc1,5,-42,-1,0,-0.3,-4,42,-4,-3,-9
COc1ccccc1C(C)NC(=O)c1cc(=O)[nH]c2ccccc12 (stereo unspecified),0,x,1,0,-1.5,11,x,-3,-6,-22
CCN(CC)S(=O)(=O)c1cccc(C(=O)c2c(C)cc3ccccn23)c1,16,7,-3,x,-3.3,-8,-7,5,-15,2
Cc1ccc(N(C(=O)c2csnn2)C(C(=O)NC(C)(C)C)c2cccnc2)cc1C (stereo unspecified),8,-6,-1,-5,-2.5,20,6,-4,-5,-17
Cc1cc(=O)oc2c3c4c(cc12)OCCN4CCC3,5,-19,-3,i,0.3,-7,19,x,-4,-12
COc1ccc(NC(=O)CN2CCN(CC#N)CC2)cc1,-11,-12,-2,0,0.7,24,12,-2,-4,-12
COc1ccc(CCNC2=C(Cl)C(=O)N(Cc3ccccc3)C2=O)cc1OC,-12,31,-2,x,-1.7,-15,-31,-12,4,18
COC(=O)N/N=C/c1cn(Cc2c(Cl)cccc2Cl)c2ccccc12,7,x,-1,6,0.6,-13,x,23,-11,-15
COc1cc(NC(=O)CN2C(=O)C(c3ccccc3)=NC2(C)C)cc(OC)c1,-5,-25,x,14,0.2,9,25,x,-7,2
CC(=O)Nc1c2c(nn1-c1cccc(Cl)c1)CS(=O)(=O)C2,7,-13,x,-3,1.3,-13,13,-4,-5,-10
CC1(C(=O)O)Cc2ccccc2C(=O)O1 (stereo unspecified),-4,-29,x,5,-1.0,6,29,-1,-1,-13
O=C(O)CC(NC(=O)C12CC3CC(CC(C3)C1)C2)c1cc([N+](=O)[O-])ccc1Cl (stereo unspecified),-1,9,-6,-1,-0.7,x,-9,0,6,11
O=C(NCc1nnc(SCC(=O)N2CCOCC2)o1)c1c(F)cccc1F,-5,-1,-4,-7,-1.4,-12,1,-2,-1,1
Cc1nnc(SCc2ccc3c(c2)OCO3)s1,56,-9,x,-6,-1.0,x,9,0,1,-2
CC(C)(C)c1ccc(C(=O)Nc2ccccc2C(=O)NCCN2CCOCC2)cc1,32,-19,-1,0,-1.8,3,19,-6,-20,-15
Cc1[nH]c2ccccc2c1Cc1nnc(SCC(N)=O)o1,-8,2,0,-14,1.2,8,-2,x,-5,-7
Cc1nn(C)c(C(=O)N/N=C/c2ccc(-c3ccccc3)cc2)c1Cl,16,57,-4,-4,-2.5,-12,-57,1,6,-7
C/C(=N\NC(=O)CNC(=O)c1ccccc1F)c1ccco1,-6,-5,-2,-7,-0.3,7,5,-7,-7,10
CN(C)S(=O)(=O)c1ccc(NC(=O)COC(=O)C2COc3ccccc3O2)cc1 (stereo unspecified),-7,-13,1,-8,-0.6,-2,13,0,-5,9
CN(C)S(=O)(=O)c1ccc(N2CCCC2)c(C(=O)N2CCN(S(=O)(=O)c3ccccc3F)CC2)c1,-2,15,-2,3,-2.2,23,-15,1,-3,-6
COc1cccc(C2CC(c3cccs3)=NN2C(=O)c2ccco2)c1O (stereo unspecified),2,-6,-9,13,-2.3,-8,6,5,-14,-8
CC1CC(=O)N(c2ccc(NCc3ccccc3Cl)c([N+](=O)[O-])c2)C1=O (stereo unspecified),-10,22,-4,1,0.1,9,-22,0,-10,-12
Cc1ccc(C(O)c2nc3ccccc3n2C)cc1 (stereo unspecified),-21,-19,-4,0,-1.4,-7,19,1,-2,-13
CC1CCCC(C)N1C(=O)COC(=O)c1cc(-c2cccs2)nn1-c1ccccc1 (stereo unspecified),-2,12,-3,0,-1.1,-1,-12,0,-14,-19
COc1ccc(S(=O)(=O)Nc2cccc(-c3ccc(N4CCCCCC4)nn3)c2)cc1OC,36,25,-6,1,-3.8,-4,-25,-1,-2,4
Cc1nn(CCOc2ccccc2Cl)c(C)c1[N+](=O)[O-],7,-4,-3,3,0.8,-106,4,x,0,2
Cc1ccc(NC(=O)N(CCC#N)Cc2ccccc2)cc1,x,-13,-5,11,0.6,6,13,-3,0,-17
O=C(Nc1nc(-c2ccccc2)cs1)c1ccc2c(=O)n3c(nc2c1)CCCCC3,-51,19,-1,-8,-4.6,30,-19,-1,18*,-9
O=C1[C@H]2[C@@H](c3ccc(Cl)cc3)N3C(=O)N(c4cccc(Cl)c4)C(=O)[C@@]3(Cc3ccc(Cl)cc3)[C@H]2C(=O)N1C1CCCCC1,18,2,-3,1,-0.1,-9,-2,x,13,-12
CCCc1nnc(NC(=O)CCN2C(=O)c3ccccc3C2=O)s1,x,-25,-5,-5,-2.1,x,25,x,19*,-10
CCCCNC(=O)CS(=O)Cc1nc(-c2cccc(Cl)c2)oc1C (stereo unspecified),x,2,-5,6,0.1,-14,-2,x,-3,-3
Cc1ccc(NC(=O)c2ccccc2N2C(=O)C3C4C=CC(C5CC45)C3C2=O)cc1C (stereo unspecified),3,13,-6,14,0.2,-18,-13,2,-10,-6
O=C(CCNS(=O)(=O)c1ccc2[nH]c(=O)oc2c1)Nc1cccc(Br)c1,-5,-14,-6,-9,-0.7,14,14,3,-2,-19

# Structures listed so far that have a Cl atom, in the order listed:
SMILES,MITF TRPM1 HTS,SR-BI DiI inh,CAL PDZ FP-1,Rtt109 HAT inh,CAL PDZ FP-2,PfHsp90 set2,SR-BI uptake up,NSD2 HMT inh,dFosB activator,PvdQ acylase
COc1cc(NC(=O)NCC2CCN(Cc3ccccc3Cl)CC2)cc(OC)c1OC,-6,11,-2,1,-1.5,16,-11,5,-6,-3
COc1ccc(S(=O)(=O)Cc2ccc(C(=O)N3CCN(c4ccc(Cl)cc4)CC3)o2)cc1,-8,23,x,-10,-1.1,30,-23,x,-21,-8
CCCn1nnc(NC(=O)c2ccc(-c3cccc(Cl)c3)o2)n1,32,9,-4,1,-3.9,-26,-9,-6,-19,-7
COc1ccc(CCNC2=C(Cl)C(=O)N(Cc3ccccc3)C2=O)cc1OC,-12,31,-2,x,-1.7,-15,-31,-12,4,18
COC(=O)N/N=C/c1cn(Cc2c(Cl)cccc2Cl)c2ccccc12,7,x,-1,6,0.6,-13,x,23,-11,-15
CC(=O)Nc1c2c(nn1-c1cccc(Cl)c1)CS(=O)(=O)C2,7,-13,x,-3,1.3,-13,13,-4,-5,-10
O=C(O)CC(NC(=O)C12CC3CC(CC(C3)C1)C2)c1cc([N+](=O)[O-])ccc1Cl (stereo unspecified),-1,9,-6,-1,-0.7,x,-9,0,6,11
Cc1nn(C)c(C(=O)N/N=C/c2ccc(-c3ccccc3)cc2)c1Cl,16,57,-4,-4,-2.5,-12,-57,1,6,-7
CC1CC(=O)N(c2ccc(NCc3ccccc3Cl)c([N+](=O)[O-])c2)C1=O (stereo unspecified),-10,22,-4,1,0.1,9,-22,0,-10,-12
Cc1nn(CCOc2ccccc2Cl)c(C)c1[N+](=O)[O-],7,-4,-3,3,0.8,-106,4,x,0,2
O=C1[C@H]2[C@@H](c3ccc(Cl)cc3)N3C(=O)N(c4cccc(Cl)c4)C(=O)[C@@]3(Cc3ccc(Cl)cc3)[C@H]2C(=O)N1C1CCCCC1,18,2,-3,1,-0.1,-9,-2,x,13,-12
CCCCNC(=O)CS(=O)Cc1nc(-c2cccc(Cl)c2)oc1C (stereo unspecified),x,2,-5,6,0.1,-14,-2,x,-3,-3

# Screening data deposited in PubChem BioAssay by Broad Institute.
